GCN5L2 inh: qHTS Assay for Inhibitors of GCN5L2; GCN5L2 HAT assay, ThioGlo1 CoA-SH fluorescence; Histone acetyltransferase KAT2A (Homo sapiens), Q92830; Potency, µM (titrated, usually from 58.9 µM), for the others: at the highest dose activity change, negative = inhibition, hits mostly inhibitors; 390,000 tested, 0.21% active
Target sequence (Q92830 whole entry, looked up): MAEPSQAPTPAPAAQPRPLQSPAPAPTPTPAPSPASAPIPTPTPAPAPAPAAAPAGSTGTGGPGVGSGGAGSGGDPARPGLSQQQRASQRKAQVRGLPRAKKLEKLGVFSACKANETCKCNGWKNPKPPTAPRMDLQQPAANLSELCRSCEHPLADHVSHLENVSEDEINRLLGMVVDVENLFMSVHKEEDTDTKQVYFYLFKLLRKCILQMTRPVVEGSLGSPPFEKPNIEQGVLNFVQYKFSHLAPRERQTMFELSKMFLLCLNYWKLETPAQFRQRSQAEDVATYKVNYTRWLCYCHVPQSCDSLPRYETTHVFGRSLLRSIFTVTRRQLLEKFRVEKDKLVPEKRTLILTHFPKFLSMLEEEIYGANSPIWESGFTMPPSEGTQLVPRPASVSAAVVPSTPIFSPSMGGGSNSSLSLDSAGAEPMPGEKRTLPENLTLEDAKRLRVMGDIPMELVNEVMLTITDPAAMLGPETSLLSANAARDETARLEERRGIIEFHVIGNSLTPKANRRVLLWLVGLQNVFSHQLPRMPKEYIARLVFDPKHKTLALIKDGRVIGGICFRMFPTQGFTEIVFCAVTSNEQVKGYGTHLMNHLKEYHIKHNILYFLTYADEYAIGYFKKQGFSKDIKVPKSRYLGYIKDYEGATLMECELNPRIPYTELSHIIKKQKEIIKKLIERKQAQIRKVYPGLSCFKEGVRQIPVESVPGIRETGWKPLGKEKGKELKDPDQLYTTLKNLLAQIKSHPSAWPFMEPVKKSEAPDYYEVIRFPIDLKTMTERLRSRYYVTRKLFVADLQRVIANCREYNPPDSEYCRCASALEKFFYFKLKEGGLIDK
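Preincubate 20nM GCN5L2 with compound 15 min, RT → add 50uM ThioGlo1 + 75uM H3(1-25) + 70uM acetyl-CoA → read fluorescence 0 and 20 min. Primary qHTS; fluorescent artifacts likely.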
DT40 TDP1 no CPT: qHTS for Inhibitors of human tyrosyl-DNA phosphodiesterase 1 (TDP1): qHTS in cells in absence of CPT; DT40 Tdp1-/- hTDP1 cells, no CPT, ATP luminescence, 48 h; AID 686978, 2013; Potency, µM (highest dose often 46.2 µM), without a hit: at the highest dose activity change, negative = growth inhibition, usual class: inhibitors; 420,000 tested, 15% active; note: nearly all actives have a fitted effect of over 55% in size
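Chicken DT40 Tdp1-/- cells complemented with human TDP1, screened without camptothecin (DMSO vehicle only), 400 cells/well. Compounds pin-transferred, cells incubated at 37 °C for at least 48 hr. Growth read as ATP-dependent luminescence (CellTiter-Glo, 30 min at RT).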
TDP1 block: qHTS Assay for Inhibitors of Tyrosyl-DNA Phosphodiesterase (TDP1); AID 485290, 2010; recombinant TDP1, AlphaScreen DNA substrate cleavage; 350,000 tested, 0.28% active; Potency, µM (doses to about 130 µM), for the others: at the top dose activity change, negative = inhibition, usual class: inhibitors; Tyrosyl-DNA phosphodiesterase 1 (Homo sapiens), Q9NUW8; note: nearly all actives have a fitted effect of over 40% in size
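Tdp1 1 nM final; 15 min RT w/ cpd; substrate 15 nM, 5 min; beads 10 ug/ml, 10 min; AlphaScreen read. Neg ctrl: no enzyme.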
* marks the source's active call; other numbers are inactive results; u = inconclusive; x = not tested or not shown; & = joins results of further samples; [ ] = another dose, or the depositor's remark. Calls come from the whole dose curve; as a rule, active = well fitted curve in the direction sought with a large enough effect; inconclusive = small, poorly fitted or top-dose-only effect, or another doubt; inactive = no such curve, though single readings can be large; an effect the other way counts as inactive or inconclusive. % is set by controls: 0 for no effect and ±100 for the full control effect; potency is the fitted concentration of half-maximal effect.

SMILES	GCN5L2 inh	DT40 TDP1 no CPT	TDP1 block
Cc1ccc(-c2nc3ccccn3c2Nc2ccc3c(c2)OCO3)o1	-6.6%	u	8.8%
C/C(=N\NC(=O)c1ccc(O)cc1)c1ccc(N2CCOCC2)cc1	-12.6%	-1.4%	x
COCCn1c(=NC(=O)CCS(=O)(=O)c2ccccc2)sc2cc(F)ccc21	-28.8%	20.6µM*	4.7%
CC(Sc1nnc(Nc2ccccc2)s1)C(=O)NC1CCCc2ccccc21 (stereo unspecified)	-7.0%	23.1µM*	5.4%
O=C1NCC(COCc2ccco2)O1 (stereo unspecified)	-5.6%	-9.1%	1.0%
Nc1nn(-c2ccccc2)nc1C(=O)OCc1ccccc1F	-2.7%	x	-10.3%
COc1ccc(S(=O)(=O)N2CCC(C(=O)Nc3ccccc3N3CCCCC3)CC2)cc1OC	-12.5%	u	2.1%[56.1 µM]
C=CCn1cnc2c(sc3nc(C)cc(C)c32)c1=O	-0.3%	-2.1%	x
COc1ccc(NC(=O)CSc2nc3c(oc4ccccc43)c(=O)n2-c2ccc(C)c(C)c2)cc1	-4.2%	0.1%	-2.9%
CCC(C)[C@@H](NC(=O)OC(C)(C)C)c1nnc(S(=O)(=O)Cc2cccc(C)c2)o1 (stereo partly specified)	-2.7%	4.61µM*	3.8%
Cc1ccc(OCC(=O)Oc2cccc(C)c2C)cc1	-12.2%	1.9%	x
COc1ccc2c(c1)CCc1cc(C(=O)O)sc1-2	-5.5%	9.6%	3.1%
Cc1cc(C)n(-c2ccc(NC(=O)C3CCCCN3C(=O)c3sccc3C)cc2)n1 (stereo unspecified)	-5.8%	u	3.7%
CCc1ccc(CNC(=O)c2sc3nc[nH]c(=O)c3c2C)cc1	-8.0%	u	6.6%
CCN(c1ccccc1)S(=O)(=O)c1ccc(OC)c(N=N/C(C(=O)Nc2ccccc2)=C(/C)O)c1	-6.6%	u	2.4%
Cc1ccc(S(=O)(=O)N2CCC(C(=O)N3CCN(Cc4ccccc4)CC3)CC2)cc1	-4.1%	u	2.6%
CCN(CCCNC(=O)CNC(=O)c1nn(-c2ccc(OC)cc2)c(=O)c2ccccc12)c1cccc(C)c1	-10.2%	u	8.5%
CCN(CC)S(=O)(=O)c1cc(C(=O)OCC(=O)c2ccc3c(c2)NC(=O)CO3)ccc1F	-8.2%	-7.0%	2.1%
COc1ccc(O)c(-c2cc(-c3cccc(Br)c3)n[nH]2)c1	-9.3%	16.4µM*	10.1%
O=C(O)C=Cc1ccc(Cn2ccnc2)cc1	-11.8%	-4.5%	-4.0%[56.1 µM]
CC(C)(C)C1CCC(=NNC(=O)c2cc3c(s2)CCCC3)CC1 (stereo unspecified)	-6.3%	6.5%	2.3%
COc1cc(/C=C2\SC(=S)N(NC(=O)c3cccnc3)C2=O)ccc1O	-4.5%	-2.6%	0.0%
COCCCNC(=O)Nc1ccc(F)cc1F	-4.6%	-9.7%	6.8%
Cc1nc(CC(=O)c2c(C)cc(O)cc2O)cs1	-4.8%	u	-4.1%
Cc1c(C(=O)NC2CCCc3ccccc32)oc2ccccc12 (stereo unspecified)	1.4%	u	-5.9%
The listing continues:
SMILES	GCN5L2 inh	DT40 TDP1 no CPT	TDP1 block
CCOc1ccc2oc(=O)cc(CN3CCN(C(=O)c4ccc(F)cc4)CC3)c2c1	-5.4%	u	4.7%
CC(C)N(C(=O)Cn1cc(SCC(=O)Nc2ccccc2F)c2ccccc21)C(C)C	-8.2%	13µM*	2.6%
Cc1cccc(CN2C(=O)c3ccccc3S(=O)(=O)c3ccc(C(=O)N4CCN(c5cc(C)ccc5C)CC4)cc32)c1	-3.5%	-28.2%	4.6%
Cn1c(=O)c2c(ncn2CC(=O)N2CCN(S(=O)(=O)c3ccc(Cl)cc3)CC2)n(C)c1=O	-2.1%	-2.6%	4.0%
CC(C)Oc1cccc(C(=O)C2CCCN(C(=O)c3csnn3)C2)c1 (stereo unspecified)	0.0%	6.8%	6.0%
C=CCOc1ccc(C2/C(=C(\O)c3ccc4c(c3)OCCO4)C(=O)C(=O)N2CCCN2CCOCC2)cc1 (stereo unspecified)	-7.7%	26.7%	6.8%
CCn1c(SCC(=O)c2cc(C)n(CC3CCCO3)c2C)nc2ccccc21 (stereo unspecified)	2.0%	u	6.3%
CSc1ncc(-c2ccccc2)cn1	3.1%	13.8%	0.0%
O=S(=O)(c1ccccc1)N(CC(O)Cn1c2ccccc2c2ccccc21)c1ccccc1 (stereo unspecified)	u	u	2.0%
C/C(=N\NC(=O)c1nnn(-c2nonc2N)c1C(C)C)c1cc(C)sc1C	-9.0%	u	3.2%
O=C1CSC(=S)N1c1cccnc1	15.0%	u	5.1%
Cc1ccc(CN2CCC(NC(=O)c3ccccc3)CC2)cc1	-7.9%	18.4µM*	x
Cc1cc(C)c2c(c1)[C@@H]1C=CC[C@@H]1[C@H](c1ccc(S(=O)(=O)N3CCOCC3)cc1)N2	-7.5%	18.4µM*	0.0%
CCN(C(=O)/C=C/c1cc(OC)c(OC)c(OC)c1)C1CCCCC1	-6.1%	u	x
COc1ccc(NC(=O)Cn2c(=O)n(CC3CCCO3)c(=O)c3ccccc32)c(OC)c1 (stereo unspecified)	2.5%&-5.9%	-27.2%&1.3%	2.3%&5.5%
CCCCN(C(=O)c1ccc(OC)c([N+](=O)[O-])c1)c1c(N)n(CCC)c(=O)[nH]c1=O	-7.4%	u	6.1%
Cc1oc2c(c(C)cc3oc(=O)c(CC(=O)NCCCN4CCCC4=O)c(C)c32)c1C	-1.0%	u	x
CC(=O)N1c2ccc(S(=O)(=O)NCC3CCC(C(=O)NC(C)(C)C)CC3)cc2CC1C (stereo unspecified)	-15.7%	u	0.0%
O=C(CSc1nc2ccccc2c(=O)[nH]1)Nc1ccccc1O	-0.5%	-6.4%	x
CN(Cc1ccco1)S(=O)(=O)c1cc(F)ccc1CN1C(=O)c2cccnc2C1=O	-2.2%	-17.1%	2.2%
CCOC(=O)[C@H]1[C@H]2COc3ccc(Cl)cc3[C@@H]2N2C(=O)c3ccc(C)cc3NC(=O)[C@@]12C	-5.2%	u	-0.2%
CCC(C)(C)NC(=O)C(C(C)C)N(CC1CCCO1)C(=O)CNS(=O)(=O)c1ccccc1 (stereo unspecified)	-0.4%	-11.9%	x
N#Cc1cc2[nH]c(=O)c(=O)[nH]c2cc1[N+](=O)[O-]	-17.7%	9.2%	2.6%
COC(=O)c1cc(Cl)c(NC(=O)/C=C/c2ccc(OC)c(OC)c2)cc1OC	u	23.1µM*	2.6%
O=C(CSc1nnc(NC(=O)Cc2ccccc2)s1)NCC1CCCO1 (stereo unspecified)	-3.6%	-8.4%	-1.2%
Additional records:
SMILES	GCN5L2 inh	DT40 TDP1 no CPT	TDP1 block
O=C(O)CC1C(=O)NCCN1CCCc1ccccc1 (stereo unspecified)	-2.7%	10.4%	5.2%
O=C(CN1C(=O)NC2(CCCC2)C1=O)N1CCN(S(=O)(=O)c2ccccc2[N+](=O)[O-])CC1	0.5%	3.9%	x
CCc1ccc(NC(=O)Cn2cnc([N+](=O)[O-])c2)cc1	-19.5%	u	x
O=C1NC2(CCCCC2)CO1	-15.2%	6.2%	x
CCOC(=O)C(NC(=O)CCl)(Nc1sc(C)c(CC)c1C#N)C(F)(F)F (stereo unspecified)	4.1%	6.51µM*	2.7%
O=C(NC1=NCCS1)c1ccccc1OCc1ccccc1Cl	-9.3%	u	3.4%
O=C(N/N=C(\Cc1ncc[nH]1)c1ccccc1)c1ccccc1	-1.8%	x	0.0%
CCCn1c(SCC(=O)Nc2ccc(Cl)cn2)nnc1C1CC1	-28.6%	11.7%	3.2%
CC(C)OP(=O)(OC(C)C)C(Nc1ccccc1)c1cccc([N+](=O)[O-])c1 (stereo unspecified)	0.8%	u	-1.4%
COC(=O)CCCC(=O)N1CCOCCN(C(=O)CCCC(=O)OC)CCOCC1	0.5%	-2.0%	1.0%
CC(C)CC(C(=O)Nc1cccc(O)c1)N1C(=O)c2ccccc2C1=O (stereo unspecified)	-1.5%	11.3%	x
CCCCNC(=S)N1CCN(C)CC1	-6.1%	-23.8%	-12.4%
COCCn1c(N)c(C(=O)NCc2cccs2)c2nc3ccccc3nc21	-27.4%	-4.6%	u
O=C1c2cccc3c([N+](=O)[O-])ccc(c23)C(=O)N1CC1CCCO1 (stereo unspecified)	-8.2%	5.8µM*	6.2%
COc1ccc(/C=N/n2cnc3c([nH]c4ccc(F)cc43)c2=O)cc1CN1CCCC1	-8.8%	3.26µM*	-5.1%
CN1CC(=O)N(CC(=O)Nc2cccc(S(=O)(=O)N3CCOCC3)c2)C1=O	-4.9%	-25.0%	0.0%
CC(=O)Nc1ccc(S(=O)(=O)N2CCSc3ccccc32)cc1	-7.7%	3.66µM*	2.8%
COc1ccccc1S(=O)Cc1ccc(C(=O)NC2CCCC2)o1 (stereo unspecified)	1.0%	-18.4%	-1.3%
O=C(CSc1nnc(COc2ccc(Br)cc2)o1)NC1CCCCC1	-4.7%	-2.8%	x
CN1C[C@@H]2C(c3ccc(Cl)nc3)C3(c4ccccc4)CC2(C3)[C@H]1c1ccccc1 (stereo partly specified)	-19.0%	16.4µM*	6.3%&5.9%
COC(=O)CCC(=O)Nc1ccc(S(=O)(=O)N2CCc3ccccc32)cc1	-2.1%	-11.3%	4.6%
CN(C)CCn1c2c(c(SCC(=O)Nc3nccs3)nc1=O)CCCC2	-3.3%	-3.1%	5.1%
O=C(Nc1nc(-c2ccc(Br)cc2)cs1)c1cccnc1	-2.9%	6.3%	3.7%
CN(C)S(=O)(=O)N(CC(=O)NCc1ccccc1)c1ccccc1	0.6%	-1.4%	6.5%
O=C1N(CN2C(=O)C3(OCCO3)c3ccccc32)c2ccccc2C12OCCO2	-17.0%	u	-0.5%
Further compounds:
SMILES	GCN5L2 inh	DT40 TDP1 no CPT	TDP1 block
CC(=O)c1cccc(-n2c(=O)c3c4c(sc3n(CC(=O)c3ccc(Cl)cc3)c2=O)CN(C(C)=O)CC4)c1	-4.4%	-4.9%	2.0%
CCOc1ccc(C(=O)C(C)OC(=O)CN2C(=O)NC(C)(C)C2=O)cc1 (stereo unspecified)	0.7%	u	-0.2%
Cc1ccc(Cl)cc1NC(=O)c1ccccn1	-7.9%	-1.6%	-2.7%
CCc1nnc(SCc2nc(-c3cccc(C)c3)oc2C)c2cc3sc(C)cc3n12	0.3%	u	5.1%
Cc1nn2c(N)c(C#N)cnc2c1-c1ccc(Cl)cc1	-3.8%	-10.8%	7.9%
Cc1ccc(C(=O)NCC2CCCO2)o1 (stereo unspecified)	0.2%	13.0%	2.2%
O=C(CN1CCN(c2ccccc2)CC1)Nc1ccc(OCc2ccccc2)cc1	-17.6%	u	7.7%
O=C(c1ccc(NS(=O)(=O)c2cccs2)cc1)N1CCCCC1	4.1%	-28.7%	-7.5%
CC(C)(C)C(=O)CSc1ncnc2sc3c(c12)CCC3	-7.7%	u	0.0%
Cc1nn(CC2CC2)c(=O)n1-c1ccc(Cl)cc1	-1.4%	1.5%	0.0%
CC1CC(C)CN(CCCNC(=O)CCC(=O)N2CCOc3ccccc32)C1 (stereo unspecified)	u	4.8%	x
CC1=C(C(=O)Nc2ccccn2)C(c2ccccc2Cl)NC(=S)N1 (stereo unspecified)	22.2%	25.8%	8.2%
N#CC1=C(N)Oc2cc3ccccc3cc2C1c1cccnc1 (stereo unspecified)	-11.4%	7.31µM*	-7.7%
Cn1nc(C(=O)OCC(=O)NC2CCS(=O)(=O)C2)c2ccccc2c1=O (stereo unspecified)	0.3%	3.1%	4.2%
CCOC(=O)c1[nH]c(C)c(C(=O)NCCC2=CCCCC2)c1C	-1.1%	u	1.9%
COc1cc(/C=C/C(=O)Nc2ccc(OC)c(S(=O)(=O)N3CCOCC3)c2)ccc1OC(F)F	-8.4%	16.4µM*	0.6%
CCOc1ccc(S(=O)(=O)N2CCCC(C(=O)N3CCOCC3)C2)cc1Cl (stereo unspecified)	2.4%	u	5.0%

Whole records, quoted from the list.
CCn1c(SCC(=O)c2cc(C)n(CC3CCCO3)c2C)nc2ccccc21 (stereo unspecified) as listed: GCN5L2 inh: 2.0%; DT40 TDP1 no CPT: u; TDP1 block: 6.3%
Cn1c(=O)c2c(ncn2CC(=O)N2CCN(S(=O)(=O)c3ccc(Cl)cc3)CC2)n(C)c1=O as listed: GCN5L2 inh: -2.1%; DT40 TDP1 no CPT: -2.6%; TDP1 block: 4.0%
O=C1c2cccc3c([N+](=O)[O-])ccc(c23)C(=O)N1CC1CCCO1 (stereo unspecified) as listed: GCN5L2 inh: -8.2%; DT40 TDP1 no CPT: 5.8µM*; TDP1 block: 6.2%

Source: PubChem

Only part of the results is shown; count on the stated rates, not on these rows.
